MazF activator: increases E. coli MazEF RNase cleavage of RNA; P0AE70; FAM/BHQ RNA-DNA oligo cleavage fluorescence, 5 h; activation, % at 20 µM; actives 0.32% (n = 350,000); AID 504720; in the data active = activation above about 50%
Target sequence (P0AE70 whole entry, looked up): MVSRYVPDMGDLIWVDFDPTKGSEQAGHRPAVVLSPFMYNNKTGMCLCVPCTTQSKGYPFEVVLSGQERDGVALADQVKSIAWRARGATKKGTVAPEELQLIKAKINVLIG
UGM FP inh: Mtb UDP-galactopyranose mutase inhibition | P9WIQ1 | purified UGM, fluorescence polarization probe displacement | inhibition, % at 10 µM | actives 0.06% (n = 320,000) | AID 504406; in the data active = inhibition above about 10%, passing the limit was not always enough; inconclusive = no clear call, values can overlap the other calls
Target sequence (P9WIQ1 whole entry, looked up): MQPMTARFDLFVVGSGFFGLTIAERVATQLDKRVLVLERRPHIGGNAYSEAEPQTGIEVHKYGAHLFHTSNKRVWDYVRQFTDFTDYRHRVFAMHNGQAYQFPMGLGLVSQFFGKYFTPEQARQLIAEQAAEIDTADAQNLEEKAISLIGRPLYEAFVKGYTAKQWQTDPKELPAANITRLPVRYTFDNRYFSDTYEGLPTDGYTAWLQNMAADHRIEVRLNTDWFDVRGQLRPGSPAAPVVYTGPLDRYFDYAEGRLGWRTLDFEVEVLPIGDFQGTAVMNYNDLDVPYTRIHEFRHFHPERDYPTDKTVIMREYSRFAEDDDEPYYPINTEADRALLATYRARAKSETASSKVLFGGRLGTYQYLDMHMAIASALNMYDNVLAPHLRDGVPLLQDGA
PrPC TRFRET: inhibitors of human cell surface prion protein PrPC; P04156; TR-FRET read-out; inhibition, % at 13.8 µM; actives 0.43% (n = 370,000); AID 720596; in the data active = inhibition above about 24%; also: 0% = median of the test wells and 100% = reference compound wells
Mtb FBA inh: inhibits M. tuberculosis FBA enzyme | purified M. tuberculosis FBA, fluorescence read-out | actives 2.3% (n = 360,000) | inhibition, % at 1 µM | P9WQA3; in the data active = inhibition above about 27%;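 also: 0% = vehicle and 100% = reference inhibitor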
Target sequence (P9WQA3 whole entry, looked up): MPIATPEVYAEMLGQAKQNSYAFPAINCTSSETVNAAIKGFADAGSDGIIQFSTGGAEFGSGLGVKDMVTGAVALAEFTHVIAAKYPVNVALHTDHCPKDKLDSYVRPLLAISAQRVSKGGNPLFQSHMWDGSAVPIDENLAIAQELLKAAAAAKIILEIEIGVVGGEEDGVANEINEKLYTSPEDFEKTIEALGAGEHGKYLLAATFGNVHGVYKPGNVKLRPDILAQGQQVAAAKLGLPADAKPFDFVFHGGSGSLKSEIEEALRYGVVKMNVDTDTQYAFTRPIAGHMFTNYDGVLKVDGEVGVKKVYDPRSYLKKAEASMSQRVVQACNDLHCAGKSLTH
BoNT F protease: inhibitors of Botulinum neurotoxin F light chain protease | Multiplex microsphere protease cleavage assay, flow cytometry | inhibition, % at 10 µM | actives 0.22% (n = 360,000) | AID 588497; in the data active = inhibition above about 35%, passing the limit was not always enough; inconclusive = no clear call, values can overlap the other calls; also: plate controls were buffer without enzyme for full effect and enzyme alone for no effect
BioA inh: inhibitors of Mycobacterium tuberculosis BioA enzyme; inhibition, % at 9.99 µM; purified M. tuberculosis BioA enzyme, plate reader; actives 0.096% (n = 360,000); in the data active = inhibition above about 40%; inconclusive = no clear call, values can overlap the other calls
GDH-TPI inh: GDH-TPI coupled enzyme inhibition counter-screen | inhibition, % at 4.8 µM | AID 588335 | actives 1.2% (n = 360,000) | GDH-TPI coupled enzyme counterscreen, NADH absorbance; in the data active = inhibition above about 30%;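 also: 0% = DMSO wells and 100% = wells lacking the enzyme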
Rv3671c protease: inhibits the M. tuberculosis serine protease Rv3671c; inhibition, % at 5.96 µM; actives 0.048% (n = 320,000); AID 2606; P9WHR9; in the data active = inhibition above about 38%;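 also: extracellular domain of Rv3671c used as enzyme; 0% = enzyme with DMSO and 100% = no enzyme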
FadD28 FP inh: M. tuberculosis FadD28 bisubstrate binding inhibition | FadD28 bisubstrate probe binding, fluorescence polarization | inhibition, % at 12.5 µM | actives 0.22% (n = 360,000) | AID 588549; in the data active = inhibition above about 8.5%, passing the limit was not always enough; inconclusive = no clear call, values can overlap the other calls
Active calls of the source: *; ? = inconclusive; . = not tested or not shown; & = joins results of further samples.

SMILES | MazF activator | UGM FP inh | PrPC TRFRET | Mtb FBA inh | BoNT F protease | BioA inh | GDH-TPI inh | Rv3671c protease | FadD28 FP inh
Cc1cccc(N2CCN(C(=O)C3CCC(=O)N(C4CC4)C3)CC2)c1C (stereo not given) | 8.8 | -0.5 | 0.3 | 1.5 | 2.1 | -0.2 | -0.4 | 4.0 | -2.7
C=CCOc1ccc(C2=NOC(C(=O)Nc3ccc4c(c3)OCCO4)C2)cc1OC (stereo not given) | 7.2 | -3.2 | -4.6 | -4.7 | 0.7 | 0.4 | 8.0 | 1.3 | -1.2
Cc1ncc(CN2CCCC(C(=O)Nc3ccc(-c4ccco4)cc3)C2)n1C (stereo not given) | -0.1 | 0.8 | -2.0 | 0.3 | -7.0 | -0.6 | 7.3 | -3.1 | -0.4
C#CC1(NC(=O)NCCCC)CCCCC1 | -2.5 | -1.6 | 1.9 | -1.7 | 2.6 | -1.0 | 0.0 | 1.6 | -0.7
O=C(CN1CCN(c2cccc(Cl)c2)CC1)NCc1ccccc1 | -4.2 | 1.9 | 1.9 | 4.3 | 8.4 | 2.7 | 3.2 | 0.8 | -2.7
CCOC(=O)CSc1nnc(NC(=O)c2cc([N+](=O)[O-])cc([N+](=O)[O-])c2)s1 | -10.7 | -1.2 | -8.0 | 1.0 | 2.0 | . | 17.1 | -10.9 | -0.9
Cc1ccc(C(=O)N/C(=C\c2ccc3c(c2)OCO3)C(=O)N2CCOCC2)cc1 | -1.4 | -0.7 | -4.5 | -2.1 | 7.4 | 11.8 | 18.5 | -8.9 | -2.2
CCOC(=O)C1C(=O)C=C(C)C(C(=O)OCC)C1c1cccc([N+](=O)[O-])c1 (stereo not given) | 1.0 | -0.3 | 2.5 | 0.0 | ? | -0.6 | -1.5 | -4.0 | -5.1
COc1cccc(-n2cnc3sc4c(c3c2=O)CCC4)c1 | 23.2 | -0.1 | -3.6 | 1.8 | 5.6 | . | 5.0 | -2.4 | -2.5
COc1ccc(C(CNC(=O)CNS(=O)(=O)c2ccc(NC(C)=O)cc2)N2CCOCC2)cc1 (stereo not given) | -0.8 | -1.8 | 2.6 | -1.6 | -4.5 | . | 4.2 | 6.9 | -1.8
COc1cccc(OCC(O)CNC(C)c2ccccc2)c1 (stereo not given) | 8.2 | -2.1 | 4.9 | -2.6 | -0.4 | 0.6 | 10.3 | -2.5 | 0.8
COc1ccccc1CNC(=O)CN1C(=O)COc2ccc(S(=O)(=O)N3CCCCC3)cc21 | -0.3 | -0.7 | 13.2 | -1.6 | 8.2 | 4.3 | 8.6 | 0.3 | -1.5
C=CCOc1ccc(CN(C)C(=O)CNC(=O)c2ccc(-c3ccccc3)cc2)cc1 | 3.9 | 0.7 | 13.3 | 0.2 | -4.2 | -1.8 | -4.5 | -4.4 | .
Oc1ccc(/C=N/Nc2ccccc2)cc1 | 5.8 | 2.2 | 5.2 | -1.7 | -3.4 | 0.5 | 2.5 | -2.1 | -1.4
O=C(COC(=O)c1cccs1)NCc1ccccc1 | -2.4 | -1.4 | 1.7 | 0.6 | -9.0 | -0.9 | -8.2 | 0.2 | 0.3
O=C1C(=O)c2ccccc2-c2ccccc21 | 4.3 | 2.8 | 27.0* | -5.3 | -2.7 | 0.3&-1.0 | 0.5 | -143.2 | 0.1
C=CCn1c(SCC(=O)c2ccc(Cl)cc2)nnc1-c1ccc2c(c1)OCO2 | -4.3 | -0.5 | 1.8 | 4.3 | 1.2 | . | -2.6 | -22.6 | -1.9
COc1ccc(S(=O)(=O)N(C)C)cc1NCC(=O)Nc1ccc(Br)c(C)c1 | 1.1 | 2.1 | 8.7 | -1.4 | -6.7 | 0.7 | 3.7 | -14.8 | 0.3
O=C1c2cccnc2C(Nc2ccc(S(=O)(=O)N3CCCCC3)cc2)N1Cc1ccccc1 (stereo not given) | 4.3 | 1.6 | 3.3 | -1.6 | -14.4 | . | -3.8 | -1.2 | 0.4
CC(=O)N1CCc2cc(S(=O)(=O)NCCC(=O)NCCc3ccccc3)ccc21 | 1.4 | -0.6 | 0.4 | -0.8 | 7.4 | -2.9 | -2.7 | 2.3 | -1.0
c1ccc(NC2=NCCN2CC2CCCCCC2)cc1 | 4.4 | -3.4 | -4.5 | 1.3 | -3.2 | 0.5 | -5.2 | -3.5 | -2.2
Cn1nc(C(=O)Nc2ccc(-n3cnnn3)cc2)c2ccccc2c1=O | -20.1 | -2.6 | -10.2 | -2.3 | 7.1 | 0.4 | 11.9 | -0.9 | -0.7
Cc1cccn2c(=O)c3cc(C(=O)NCCC4=CCCCC4)n(C)c3nc12 | -13.6 | -1.0 | -8.5 | 12.1 | 3.9 | 0.0 | 5.6 | 8.5 | -2.8
Cc1ccc(NC(=O)CCc2c(C)nn(-c3ccc(N4CCOCC4)nn3)c2C)cc1 | 7.4 | 3.8 | -9.0 | -0.5 | 7.3 | -1.9 | 2.6 | 4.6 | -1.5
CC(C)(C)c1ccc(/C=C/C(=O)NCCCn2ccnc2)cc1 | 7.1 | 0.8 | 2.5 | 1.4 | -9.8 | 0.2 | 6.3 | 1.6 | -0.8
Fc1ccccc1CSc1ncn[nH]1 | -14.9 | 0.6 | 2.0 | 2.4 | -10.5 | -1.1 | 4.3 | 0.8 | -1.5
CCN(Cc1ccccc1)C(=O)CCS(=O)(=O)c1ccc2c(c1)oc(=O)n2C | -2.0 | -0.1 | 5.4 | 4.6 | 1.2 | 7.1 | 6.7 | 6.6 | -0.1
O=C(O)CCCNC(=O)CCCNC(=O)C(c1ccccc1)c1ccccc1 | -8.6 | 3.7 | -0.9 | 0.6 | 1.5 | . | 2.9 | -1.6 | -0.3
Cn1c(Cn2nnc3ccccc32)nnc1SCC(=O)NCc1ccc2c(c1)OCO2 | -0.2 | . | -0.2 | 1.6 | 4.5 | -0.2 | -7.2 | . | -1.1
CCOC(=O)Cn1nc(C)n(-c2ccc(C)cc2)c1=O | 0.9 | 0.0 | 0.7 | 2.1 | 4.4 | 0.4 | 3.8 | -11.2 | -4.3
CCOc1ccc(S(=O)(=O)NCCC(=O)N2CCN(c3ccc(OC)cc3)CC2)cc1 | 1.5 | -0.6 | 4.8 | -2.0 | -8.3 | . | -3.8 | -4.6 | -2.5
O=C(N[C@@H]1C/C=C\C[C@H](CC(=O)N(CCO)Cc2ccccc2)C(=O)N[C@@H](Cc2c[nH]c3ccccc23)COC1=O)OCC1c2ccccc2-c2ccccc21 | -3.5 | 3.7 | 5.9 | 2.6 | -9.5 | -2.2 | -1.0 | -3.5 | -1.3
Cc1ccc(Nc2ncnc3sc(C)c(C)c23)cc1 | 2.5 | -1.0 | -0.7 | -0.6 | -4.1 | 1.7 | 5.7 | 5.5 | 0.7
CCc1nc2ccccc2n1CC(=O)OCC(=O)N(CC(C)C)c1c(N)n(Cc2ccccc2)c(=O)[nH]c1=O | 0.6 | . | 4.4 | 0.6 | 6.7 | . | -5.3 | 9.7 | -0.8
CCOc1ccccc1OCCCC(=O)OCC(=O)Nc1cccc(Cl)c1 | -1.8 | 2.8 | 2.9 | -6.0 | 3.3 | -1.5 | 0.0 | -19.6 | -0.9
CC(=O)c1cccc(NC(=O)c2cnn3ccccc23)c1 | 10.9 | 2.0 | -11.8 | 3.4 | -6.7 | 1.2 | 4.0 | 0.5 | -2.5
COC(=O)c1ccccc1N=Nc1c(C)[nH][nH]c1=O | 7.7 | -1.7 | -11.3 | -15.3 | -7.6 | -0.2 | 13.6 | -3.0 | -2.9
Cc1sc2ncnc(NCc3cccnc3)c2c1C | 3.1 | -0.7 | 5.6 | 2.9 | 0.3 | . | 10.4 | 0.7 | -3.1
CN(C1CCCCC1)S(=O)(=O)c1ccc2c(c1)c(=O)c(C(=O)NCCN1CCCC1)cn2C | 11.6 | -3.4 | 0.9 | 3.0 | -3.2 | 0.3 | 19.8 | 1.3 | -3.8
O=C(O)c1nn2cc(CCO)cnc2c1Cl | -0.4 | 1.5 | -2.1 | -1.1 | 4.1 | -2.6 | 6.9 | -4.1 | -0.6
O=C(O)c1nccnc1C(=O)NCCc1c[nH]c2ccccc12 | -1.3 | 1.1 | -5.5 | 1.5 | -2.2 | . | 4.0 | 0.7 | -3.6
COc1ccccc1C(=O)Oc1ccc(C(C)C)cc1 | 6.8 | 0.3 | -8.7 | -4.7 | 1.1 | . | -4.1 | 0.4 | -3.4
O=C(O)CCC(=O)N1N=C(c2c(-c3ccccc3)c3cc(Cl)ccc3[nH]c2=O)CC1c1ccccc1 (stereo not given) | 7.2 | 0.3 | -12.8 | 13.2 | -1.2 | . | 11.8 | 5.6 | -6.3
COc1cccc(NC(=O)C2C3C=CC(C3)C2C(=O)O)c1 (stereo not given) | 5.1 | -1.1 | 7.2 | 1.3 | -23.1 | -2.8 | 9.6 | 6.9 | 1.1
O=c1c(Cl)c(NCc2ccc(F)cc2)cnn1C12CC3CC(CC(C3)C1)C2 | 11.9 | 1.9 | 3.6 | -0.2 | 0.1 | 0.3 | 14.8 | -5.7 | -4.5
COCCCNC(=O)c1ccccc1Oc1ccccc1 | 0.5 | -1.4 | -7.3 | -1.0 | ? | -0.6 | -0.4 | -4.1 | -3.9
Cc1ccccc1Nc1nnc(-c2ccc(C(=O)NCCO)cc2)c2ccccc12 | 3.3 | -2.2 | -17.2 | 2.7 | 3.9 | -1.0 | 8.6 | 0.8 | -1.3
COc1ccc(N/N=C(/C)c2cnnc(-c3ccccc3)n2)cc1 | 35.3 | 0.5 | -3.2 | -3.7 | 3.5 | . | 9.0 | 3.5 | 0.7
CSC(=Nc1ccccc1)c1c(O)n(C)c(=O)n(C)c1=O | -1.0 | 1.0 | -1.8 | -0.5 | -16.5 | -1.4 | -5.7 | -3.1 | -2.8
Cc1cccc(-n2c(Cc3ccccc3)n[nH]c2=S)c1 | 5.9 | -1.5 | -8.1 | 4.4 | 4.4 | -2.6 | -7.4 | 6.3 | -3.0
CN(C)/N=C/c1c(O)ccc2ccccc12 | 5.8 | 2.7 | -7.2 | 0.1 | -5.3 | -1.4 | 4.0 | 5.2 | -1.8
CCN(CC)c1ccc(/C=C/C(=O)c2cccnc2)cc1 | -3.6 | -1.2 | 5.7 | -2.6 | 0.1 | -1.0 | 7.8 | 2.4 | -1.9
Cc1nc(SCc2c(F)cccc2Cl)n[nH]1 | -0.4 | 1.2 | 3.1 | 2.1 | 8.1 | 0.5 | -12.7 | -11.3 | 1.7
OC(c1ccccc1)c1nc(-c2ccccc2)cs1 (stereo not given) | . | . | -9.2 | -1.6 | 5.7 | 1.3 | -13.3 | . | -3.1
CC(=O)N1CCN(c2ccc(NCc3ccc(C(C)C)cc3)cc2)CC1 | -0.3 | -1.9 | -8.0 | 2.3 | -77.7 | -4.7 | 6.9 | -16.2 | 0.0
CC(C)NS(=O)(=O)c1cccc2nsnc12 | 0.2 | 2.4 | -35.4 | 1.1 | -5.4 | -1.0 | 20.6 | 0.7 | -1.2
O=C(CCNC(=O)c1ccccc1Cl)Nc1ccc2c(c1)OCO2 | 10.9 | 3.4 | 11.3 | 2.2 | 6.1 | 1.1 | -3.5 | -2.0 | -1.8
COc1ccc2oc(=O)c(C(=O)Nc3cccc(C(C)=O)c3)cc2c1 | 9.2 | -2.9 | -1.9 | 0.5 | ? | -0.5 | -5.6 | -3.9 | -3.0

Entries from the list above containing a nitro group on carbon:
SMILES | MazF activator | UGM FP inh | PrPC TRFRET | Mtb FBA inh | BoNT F protease | BioA inh | GDH-TPI inh | Rv3671c protease | FadD28 FP inh
CCOC(=O)CSc1nnc(NC(=O)c2cc([N+](=O)[O-])cc([N+](=O)[O-])c2)s1 | -10.7 | -1.2 | -8.0 | 1.0 | 2.0 | . | 17.1 | -10.9 | -0.9
CCOC(=O)C1C(=O)C=C(C)C(C(=O)OCC)C1c1cccc([N+](=O)[O-])c1 (stereo not given) | 1.0 | -0.3 | 2.5 | 0.0 | ? | -0.6 | -1.5 | -4.0 | -5.1

2 successive records out of the list so far:
SMILES | MazF activator | UGM FP inh | PrPC TRFRET | Mtb FBA inh | BoNT F protease | BioA inh | GDH-TPI inh | Rv3671c protease | FadD28 FP inh
O=C(CCNC(=O)c1ccccc1Cl)Nc1ccc2c(c1)OCO2 | 10.9 | 3.4 | 11.3 | 2.2 | 6.1 | 1.1 | -3.5 | -2.0 | -1.8
COc1ccc2oc(=O)c(C(=O)Nc3cccc(C(C)=O)c3)cc2c1 | 9.2 | -2.9 | -1.9 | 0.5 | ? | -0.5 | -5.6 | -3.9 | -3.0

Compound activity (PubChem BioAssay)

The order is random; 4.8% or so of the library scored in one or more.
